# NSD2 inh: inhibitors of human histone methyltransferase NSD2; O96028; NSD2 peptide methylation, AlphaScreen, 120 min; inhibition, % at 12.5 µM; actives 0.54% (n = 310,000); AID 743445; in the data active = inhibition above about 50%
# CDK5 p35 inh: inhibitors of human CDK5/p35 kinase; actives 0.01% (n = 330,000); inhibition, % at 10 µM; Recombinant CDK5/p35, ADP-Glo luminescence, 60 min; AID 488839; Q00535+Q15078;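 active = highest replicate inhibition of at least 50% and at least 75% of replicates reaching 50%; inconclusive = only one of the two criteria met; inactive = both criteria failed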;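 also: plate controls were DMSO neutral control for no effect and GW8510 at 10 µM for full effect; many of its hits are not listed in these tables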
# HTR5A ag ctr: activates human HTR5A in OPRM1-OPRD1 agonist counter-screen; P47898; HTR5A agonist assay, luminescence, cell-based; activation, % at 9.3 µM; actives 0.61% (n = 340,000); in the data active = activation mostly above about 9.5%, no sharp cut-off; inactive = mostly below about 7.6%;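 also: 0% = cells with vehicle only and 100% = reference agonist; strong numbers were not always called active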
# Target sequence (P47898 whole entry, looked up): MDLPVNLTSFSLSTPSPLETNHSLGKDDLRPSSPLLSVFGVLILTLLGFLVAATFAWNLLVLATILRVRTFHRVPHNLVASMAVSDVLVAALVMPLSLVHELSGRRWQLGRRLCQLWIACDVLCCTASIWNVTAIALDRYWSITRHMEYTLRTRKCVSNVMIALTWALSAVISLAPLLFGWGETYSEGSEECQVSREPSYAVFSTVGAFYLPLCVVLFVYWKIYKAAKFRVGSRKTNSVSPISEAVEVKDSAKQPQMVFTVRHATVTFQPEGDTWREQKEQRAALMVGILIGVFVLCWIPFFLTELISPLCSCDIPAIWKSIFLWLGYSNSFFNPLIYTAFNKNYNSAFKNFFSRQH
# Wnt bcat act: activators of Wnt/beta-catenin signaling; Wnt/beta-catenin reporter cell assay, activator, plate reader; activation, % at 9.35 µM; actives 1.2% (n = 300,000); AID 743398; in the data active = activation above about 30%, passing the limit was not always enough; inconclusive = no clear call, values can overlap the other calls;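 also: 0% = neutral control wells and 100% = positive control wells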
# MITF TRPM1 HTS: MITF TRPM1 promoter activation in melanoma cells; SK-MEL-5 TRPM1-promoter luciferase, 24 h; % of positive control, neutral wells = 0; activation, % at 12.5 µM; actives 0.75% (n = 300,000); AID 588334;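 active = mean activation of at least 80% with every replicate also reaching 80%; inconclusive = mean reaches 80% but some replicate falls short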;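 also: 0% = neutral control wells and 100% = parthenolide positive control wells; values of inactives mirror those of a sister screen read the other way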
# HTR5A inv ag: inverse agonist of human HTR5A in OPRM1-OPRD1 counter-screen; P47898; HTR5A cell line, luminescence, inverse agonism; inhibition, % at 9.3 µM; actives 0.083% (n = 340,000); in the data active = inhibition mostly above about 23%, no sharp cut-off; inactive = mostly below about 18%;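 also: 0% = cells with DMSO and 100% = no-cell wells with DMSO; some compounds called inactive have numbers as strong as hits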
# SR-BI DiI inh: inhibitors of mouse SR-BI mediated HDL lipid uptake. Q61009. ldlA[mSR-BI] CHO cells, DiI-HDL uptake fluorescence, 3 h. inhibition, % at 12.5 µM. actives 0.96% (n = 320,000). AID 488896;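 active = mean replicate inhibition of at least 70% and a set share of replicates each scoring 70 or more; inconclusive = meets just one of the two criteria; inactive = fails both criteria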;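 also: 0% = median of neutral control wells and 100% = median of positive control wells; values of inactives mirror those of a sister screen read the other way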
# Target sequence (Q61009 whole entry, looked up): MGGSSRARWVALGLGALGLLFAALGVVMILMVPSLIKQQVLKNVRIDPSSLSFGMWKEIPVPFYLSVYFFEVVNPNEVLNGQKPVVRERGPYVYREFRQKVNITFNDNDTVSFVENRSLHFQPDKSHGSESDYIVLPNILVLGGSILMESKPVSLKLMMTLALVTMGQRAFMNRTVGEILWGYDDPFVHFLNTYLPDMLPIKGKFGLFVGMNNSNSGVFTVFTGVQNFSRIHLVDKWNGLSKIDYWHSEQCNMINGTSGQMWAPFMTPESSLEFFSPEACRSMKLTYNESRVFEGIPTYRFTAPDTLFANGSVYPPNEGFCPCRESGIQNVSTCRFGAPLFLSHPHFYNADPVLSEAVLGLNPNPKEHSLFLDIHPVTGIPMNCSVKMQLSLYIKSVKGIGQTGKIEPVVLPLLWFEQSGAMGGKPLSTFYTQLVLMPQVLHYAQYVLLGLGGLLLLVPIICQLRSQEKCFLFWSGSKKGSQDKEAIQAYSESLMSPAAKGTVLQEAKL
# dFosB activator: mouse delta FosB homodimer activation; P13346; purified delta FosB, TAMRA-CDK5 oligo fluorescence polarization; percent of positive-control signal above neutral wells; activation, % at 25 µM; actives 0.99% (n = 340,000);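 active = mean activation above about 17%, with every replicate also reaching it, limit read from the data, passing the limit was not always enough; inconclusive = only one of the two conditions met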;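 also: fluorescence polarization rise as delta FosB binds a TAMRA Cdk5 AP-1 oligo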
# V-ATPase pHluor: regulators of yeast V-ATPase proton transport; S. cerevisiae, pHLuorin cytosolic pH fluorescence; actives 0.37% (n = 350,000); response, % at 10 µM; in the data active = response mostly above about 7.3%, no sharp cut-off; inactive = mostly below about 5.4%; also: actives read high; inactives centre near 0; some compounds called inactive have numbers as strong as hits; reference of the scale not given here
# PvdQ inh: P. aeruginosa PvdQ acylase inhibition; purified PvdQ acylase, fluorescence plate reader; AID 488965; inhibition, % at 10 µM; actives 0.063% (n = 340,000); in the data active = inhibition above about 30%, passing the limit was not always enough; inconclusive = no clear call, values can overlap the other calls;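 also: 0% = vehicle neutral wells and 100% = reference inhibitor wells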
# Active calls of the source: *; ? = inconclusive; / = no result given. Outcome played no part in choosing rows; any-hit rate near 5%.
SMILES,NSD2 inh,CDK5 p35 inh,HTR5A ag ctr,Wnt bcat act,MITF TRPM1 HTS,HTR5A inv ag,SR-BI DiI inh,dFosB activator,V-ATPase pHluor,PvdQ inh
NC(=O)c1ccsc1NC(=O)CSc1nnc(NC2CC2)s1,8,1.4,4,17,12,-14,-6,-5,1,-7
O=C(NCC(O)c1ccccc1)c1ccc(Cl)c(S(=O)(=O)N2CCCCC2)c1 (stereo not given),1,0.5,4,0,-14,-9,23,-3,2,-12
Cn1c(N)c(N2CCN(c3ccccc3)CC2)c(=O)[nH]c1=O,0,-1.4,4,-2,4,-11,-7,-1,3,1
COC(=O)[C@@H](Cc1c[nH]c2ccccc12)NC(=O)CCC(=O)c1ccc(F)cc1,4,1.6,0,0,-11,0,4,-6,-3,6
COC(=O)c1c(NC(=O)c2ccc(C)c(S(=O)(=O)Nc3ccccc3C)c2)sc2c1CCCC2,-2,1.0,-3,/,-2,-30,50,-7,0,-7
O=C(CCNc1cc(Cl)cc(Cl)c1)c1ccco1,3,0.6,2,/,1,34,4,-4,3,9
CCOC(=O)N/N=C1\CCS(=O)(=O)c2ccc(Cl)cc21,0,-0.3,5,3,10,-13,-9,2,-1,-14
O=C(CSc1nc2ccccc2o1)Nc1cc(C(F)(F)F)ccc1N1CCOCC1,-31,1.7,1,-8,-7,-1,13,-4,-2,-6
CC(CCCCCCCCC(=O)O)N(CCO)C(=O)OC(C)(C)C (stereo not given),/,-1.1,-1,-2,-5,18,-4,-1,2,-3
c1cncc(-c2nc(NCc3ccco3)c3ccccc3n2)c1,0,0.6,-5,/,-10,1,-4,-32,5,-13
CCNC(=O)Cn1cc(C#N)c2ccccc21,-2,-1.1,-4,/,-13,-3,1,-6,2,-3
Cc1ccc(NC(=O)COC(=O)C2CC2C)c(S(=O)(=O)N2CCCCC2)c1 (stereo not given),-3,-1.6,-4,/,-2,4,34,-5,2,-14
COc1ccc2nc(C)cc(Nc3ccc(N4CCOCC4)cc3)c2c1,22,0.4,-9,/,5,23,69,30*,1,6
COCC1CCN(C(=O)c2ccc3oc(Cc4ccc(Cl)cc4)nc3c2)C1 (stereo not given),/,0.3,-2,2,2,-8,9,-3,-4,10
CCNC(=S)SCCOc1ccc(C)cc1,10,-0.9,0,22,10,-2,50,2,-3,3
O=C(Nc1cc([N+](=O)[O-])c2[nH]c(=O)c3ccccc3c2c1)C(F)(F)F,-2,1.8,5,2,-5,-19,5,-11,-1,-2
CSCCOC(=O)C1=C(C)NC(=O)NC1c1ccc2c(c1)OCO2 (stereo not given),1,0.6,7,3,5,11,-11,-3,-3,-15
CCn1nc(C)c(CN2CCC(C(=O)Nc3cccc(-c4cccc(Cl)c4)c3)CC2)c1C,5,/,3,-3,-53,-13,7,-34,0,-8
CC1CCN(Cc2nnnn2CCCC(=O)N(C)C(C)c2ccccn2)CC1 (stereo not given),4,-1.2,-2,2,5,-20,-10,-1,-3,3
COc1ccc(N(CC(=O)NC2CCCC2)C(=O)c2ccc(N3CCCCC3)nc2)cc1,-2,-0.8,-3,-4,6,9,14,-9,-3,4
CC(C(=O)N(C)CC(=O)Nc1ccccc1C(F)(F)F)N1C(=O)c2ccccc2C1=O (stereo not given),18,-1.0,1,10,1,-1,-18,-2,-4,-13
CCN(CC)CCN(C(=O)/C=C/c1cccs1)c1nc2ccc(C)cc2s1,-1,0.2,13*,-6,23,-17,13,7,4,14
CCC(C)N1CC(=O)N2Cc3[nH]c4ccccc4c3C[C@H]2C1=O (stereo not given in full),0,-6.5,7,-2,7,-25,7,-1,9,0
Fc1ccccc1-c1nc2ccccc2[nH]1,-5,4.6,-2,56*,85*,6,9,1,6,3
COc1ccc(/C=N/NC(=O)CSc2ccccc2)cc1OC,-2,-1.4,5,/,-1,-22,-27,0,0,2

# With a hit mark in Wnt bcat act, of those listed so far:
smiles	NSD2 inh	CDK5 p35 inh	Wnt bcat act	MITF TRPM1 HTS	SR-BI DiI inh	dFosB activator	V-ATPase pHluor	PvdQ inh
Fc1ccccc1-c1nc2ccccc2[nH]1	-5	4.6	56*	85*	9	1	6	3

# Next section.
SMILES,NSD2 inh,CDK5 p35 inh,HTR5A ag ctr,Wnt bcat act,MITF TRPM1 HTS,HTR5A inv ag,SR-BI DiI inh,dFosB activator,V-ATPase pHluor,PvdQ inh
COc1ccccc1CNC(=O)CCNC(=O)Cn1cnc2ccccc2c1=O,-3,-0.9,-1,/,/,2,3,3,5,-17
COc1ccccc1N(C)S(=O)(=O)c1ccc(C(=O)OCC(=O)NCCC2=CCCCC2)cc1,-1,-0.8,2,-2,-21,-6,-1,-11,4,-15
CN1C(=O)C(CC(=O)Nc2ccc(F)cc2)N(NC(=O)c2cccc(F)c2)C1=S (stereo not given),-5,0.7,-3,-2,/,10,1,-4,0,-22
CCOc1ccc2nc(NC(=O)CS(=O)(=O)c3ccc(C)cc3)sc2c1,3,-0.1,2,7,22,-5,11,-6,-4,16
O=C(CN1CCOc2ccccc21)NCc1ccco1,/,0.0,-5,1,/,15,4,-3,0,-4
CCOc1ncccc1C(=O)OCC(=O)Nc1ccc(S(=O)(=O)N2CCCC2)cc1,0,-1.9,3,6,-6,-15,25,-13,0,-9
CC(C(=O)O)N1C(=O)c2cccc3cccc1c23 (stereo not given),-1,1.8,-2,/,18,-2,-17,3,1,3
COc1ccc(C2=NN(C(=O)CCC(=O)O)C(c3ccc([N+](=O)[O-])cc3)C2)cc1 (stereo not given),4,-0.7,-3,-2,/,12,-4,0,-3,3
Cc1ccc(S(=O)(=O)NC2CCCCCCC2)cc1,-2,-0.4,2,5,1,-7,1,-8,-1,-14
C[C@@H]1C=C(C(=O)NCc2ccccc2)O[C@H](OCc2ccc(CO)cc2)C1,/,0.6,0,-2,14,-4,5,0,0,-4
CCOc1ccc(-n2cccc2C=O)cc1,1,0.2,1,1,15,24,-18,-6,0,?
Cc1cc(C)cc(COn2ccnc2)c1,-1,-1.6,4,/,4,5,-18,5,4,2
O=C(c1ccc2c(c1)OCCO2)N1CCCC(CNS(=O)(=O)c2cccs2)C1 (stereo not given),-2,0.1,2,-1,10,-3,-12,-1,-2,-6
CC1(c2ccccc2)NC(=O)N(CC(=O)N(c2ccccc2)C2CCS(=O)(=O)C2)C1=O (stereo not given),-1,0.7,1,1,4,-3,-21,-4,-1,-5
O=C(Nc1cc([N+](=O)[O-])ccc1O)c1cccc(C(=O)Nc2cc([N+](=O)[O-])ccc2O)c1,6,0.2,1,-1,/,-5,28,-8,0,-7
CC[n+]1ccc(C)c2cc(S(=O)C(F)(F)F)ccc21 (stereo not given),/,0.0,3,/,/,-10,/,-11,0,1
COc1cc(NC(=O)c2ccc(C)cc2C)ccc1NC(=O)c1cc2ccccc2o1,0,0.7,4,-6,/,-14,66,-1,-7,-11
COc1cc(/C=C(/C#N)C(=O)Nc2cc(C(F)(F)F)ccc2Cl)ccc1OCC(=O)Nc1cccc(C(F)(F)F)c1,-1,-0.1,1,0,-1,-5,66,3,-9,7
Cc1cc(NC(=O)CSCC(=O)N(C)Cc2ccc(Cl)c(Cl)c2)no1,0,-0.3,0,-4,2,5,0,-5,1,-9
Cc1cccc(C)c1Nc1nnc(SCC(=O)NCc2ccco2)s1,-2,1.8,-3,0,4,5,-2,-9,-4,-16
COc1cc(C2=CN(Cc3ccccc3)CCC2=O)cc(OC)c1OC,/,-0.1,2,-3,-7,4,-6,-10,-1,-15
COC(=O)C(Cc1c[nH]c2ccccc12)NC(=O)C(=O)c1c[nH]c2ccccc12 (stereo not given),4,-2.2,-6,2,-13,13,3,-7,-6,-8
Cc1cc(C[n+]2ncsc2N)c2ncccc2c1,1,-1.5,2,5,6,-6,36,-11,3,-69
CN1CCN(C(=O)c2ccc3c(=O)n(Cc4ccco4)c(=S)[nH]c3c2)CC1,-3,1.2,1,-1,16,18,-8,-10,4,6
Cn1c(SCC(=O)NCC2CCCO2)nnc1-c1cccc(NC(=O)c2ccccc2F)c1 (stereo not given),2,0.7,-2,-2,0,5,-3,-2,-1,-1
SMILES,NSD2 inh,CDK5 p35 inh,HTR5A ag ctr,Wnt bcat act,MITF TRPM1 HTS,HTR5A inv ag,SR-BI DiI inh,dFosB activator,V-ATPase pHluor,PvdQ inh
Cc1cc(F)ccc1S(=O)(=O)Nc1ccccc1C(=O)Nc1ncn[nH]1,/,-2.1,4,/,1,-14,5,6,1,-9
CCOC(=O)C1=NNC(C(=O)c2ccc(Cl)cc2)C1c1ccccc1 (stereo not given),-2,/,0,-1,3,-12,27,-10,0,8
O=C(CC1C(=O)Nc2ccccc2N1CC(=O)N1CCCC1)Nc1ccc(Br)cc1 (stereo not given),2,-0.7,7,2,-11,24,21,-3,0,-3
O=C1COc2ccc(C(=O)COC(=O)CCSc3ccccc3)cc2N1,28,-3.1,-2,7,8,9,/,-8,0,-20
CCCCCNC(=O)C1CCC(Cn2c(=S)[nH]c3ccccc3c2=O)CC1 (stereo not given),2,-1.2,2,-2,-10,-2,28,-10,8,-10
CCCCOc1nc(N2CCOCC2)nc(C)c1[N+](=O)[O-],-5,2.1,-2,0,6,-3,43,-6,8,-11
CCCCn1nc2cc(C(=O)NC3CCc4ccccc43)ccc2c1OCC (stereo not given),/,-1.8,2,-4,-12,-23,77*,1,1,-14
Cc1cc(C)cc(N(CC(=O)Nc2ccc(-c3nc4ccc(C)cc4s3)cc2)S(C)(=O)=O)c1,3,1.2,11,39*,58,-39,38,-13,0,-3
O=C1OC(Nc2nc3ccccc3s2)c2ccccc21 (stereo not given),/,0.0,6,/,/,-20,3,2,4,-14
NC(=O)Oc1cccc(OC(N)=O)c1,-3,-1.0,-3,5,-1,10,-6,-5,2,-2
O=C(O)C1CCN(C(=O)c2csc(-c3ccc4c(c3)CCO4)n2)CC1,-3,0.6,0,13,/,4,/,-2,-1,4
COc1cc(C2c3c([nH]c(=O)[nH]c3=O)Nc3ccc4ccccc4c32)ccc1O (stereo not given),-5,-2.3,1,-3,-29,20,-3,-8,-1,0
Cc1ccc(/C=C2\SC(N)=NC2=O)s1,10,0.8,1,2,9,19,-15,6,-6,23
CC(C)(C)C(=O)COC(=O)c1cccc(NC(=O)c2ccco2)c1,-6,1.0,0,0,49,7,42,-7,3,-2
C/C(Cn1nnc2ccccc21)=N\OC(=O)c1ccccc1C,-1,3.8,2,-3,-3,-9,-53,-3,3,-4

# Complete entries, quoted from the list. Order of screens: NSD2 inh, CDK5 p35 inh, HTR5A ag ctr, Wnt bcat act, MITF TRPM1 HTS, HTR5A inv ag, SR-BI DiI inh, dFosB activator, V-ATPase pHluor, PvdQ inh
# Record of C/C(Cn1nnc2ccccc21)=N\OC(=O)c1ccccc1C : -1, 3.8, 2, -3, -3, -9, -53, -3, 3, -4
# Record of O=C1COc2ccc(C(=O)COC(=O)CCSc3ccccc3)cc2N1 : 28, -3.1, -2, 7, 8, 9, /, -8, 0, -20
# Record of CCCCOc1nc(N2CCOCC2)nc(C)c1[N+](=O)[O-] : -5, 2.1, -2, 0, 6, -3, 43, -6, 8, -11
# Record of CC(C)(C)C(=O)COC(=O)c1cccc(NC(=O)c2ccco2)c1 : -6, 1.0, 0, 0, 49, 7, 42, -7, 3, -2
# Record of COc1cc(C2c3c([nH]c(=O)[nH]c3=O)Nc3ccc4ccccc4c32)ccc1O (stereo not given) : -5, -2.3, 1, -3, -29, 20, -3, -8, -1, 0
